AmpC detergent: qHTS Inhibitors of AmpC Beta-Lactamase (assay with detergent); AmpC hydrolysis of nitrocefin, absorbance 480 nm, 0.01% Triton; Potency, µM (series often up to 114 µM), without a hit: at the top dose activity change, negative = inhibition, usual class: inhibitors; 370,000 compounds, 0.041% hits; P00811;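 note: potency is the fitted concentration of half-maximal effect; 0% = no-compound wells and -100% = no-enzyme wells; nearly all actives have a fitted effect of over 25% in size; some results filed as inactive show a strong effect at the top dose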
Target sequence (P00811 whole entry, looked up): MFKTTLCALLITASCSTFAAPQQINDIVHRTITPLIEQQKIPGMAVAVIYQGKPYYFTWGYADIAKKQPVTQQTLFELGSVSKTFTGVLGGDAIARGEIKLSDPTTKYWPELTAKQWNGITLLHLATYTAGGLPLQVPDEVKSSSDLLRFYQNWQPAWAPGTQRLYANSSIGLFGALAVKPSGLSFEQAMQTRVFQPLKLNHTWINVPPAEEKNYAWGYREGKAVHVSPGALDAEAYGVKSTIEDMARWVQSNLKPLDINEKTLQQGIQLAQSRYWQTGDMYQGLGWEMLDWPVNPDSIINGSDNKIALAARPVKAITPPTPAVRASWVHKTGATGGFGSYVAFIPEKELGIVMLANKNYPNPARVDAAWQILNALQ
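20 mM phosphate pH 7.0 + 0.01% (detergent screen) or 0.0001% Triton X-100; 5.3 nM AmpC reagent; cpd preinc 15 min RT; nitrocefin (800 uM stock) to start; A480 q20 s × 4 min; Activity was normalised to no-enzyme and no-compound control wells.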
HCMV inh: qHTS Assay for inhibitors of the human cytomegalovirus (HCMV); HFF cells, HCMV-luciferase reporter, 72 h; hits give low values; activity change, negative = inhibition, % at 57.5 µM; 410,000 compounds, 4.5% hits; in the data active = activity change below about -60%; inconclusive = no clear call, values can overlap the other calls; inactive = above about -39%
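Two compound doses tested in HFFs infected with HCMV-luciferase, MOI 1 PFU/cell, 72 h at 37C. Lysate luminescence read with OneGlo; data normalized against buffer-only and 10uM Salinomycin inhibitor controls.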
Giardia FBPA inh: qHTS Assay for Inhibitors of Fructose-1,6-bisphosphate Aldolase from Giardia Lamblia; A8B2U2; purified Giardia FBPA; Potency, µM (titrated, usually from 59.6 µM), for inactives: at the top dose activity, negative = inhibition, actives largely listed as inhibitors; 290,000 compounds, 0.71% hits; AID 2451, 2010; note: potency is the fitted concentration of half-maximal effect; nearly all actives have a fitted effect of over 55% in size
Target sequence (A8B2U2 whole entry, looked up): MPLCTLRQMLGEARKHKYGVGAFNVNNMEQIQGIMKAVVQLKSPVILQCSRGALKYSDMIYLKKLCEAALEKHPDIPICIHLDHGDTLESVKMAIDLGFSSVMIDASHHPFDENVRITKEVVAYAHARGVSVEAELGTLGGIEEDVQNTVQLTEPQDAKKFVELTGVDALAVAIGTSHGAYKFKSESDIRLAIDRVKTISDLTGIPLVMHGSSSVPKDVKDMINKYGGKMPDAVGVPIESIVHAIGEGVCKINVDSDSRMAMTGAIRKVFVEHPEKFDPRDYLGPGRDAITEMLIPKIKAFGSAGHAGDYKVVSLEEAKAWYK
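Giardia FBPA (40 nM reagent) was preincubated 10 min at RT with compound (up to 57.5 uM final), then substrate plus GAPDH/TPI/NAD/arsenate coupling system with diaphorase/resazurin was added; resorufin fluorescence (525/598 nm) was read after 20 min.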
Sm TGR inh: qHTS Assay for the Inhibitors of Schistosoma Mansoni Peroxiredoxins; Potency, µM (highest dose often 114 µM), inactives show at the top dose activity change, negative = inhibition, usual class: inhibitors; 360,000 compounds, 3% hits; purified TGR, DTNB reduction, TNB absorbance 405 nm; Schistosoma mansoni thioredoxin glutathione reductase (TGR), Q962Y6; note: potency is the fitted concentration of half-maximal effect; nearly all actives have a fitted effect of over 60% in size
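Kinetic colorimetric format: TGR-catalysed, NADPH-driven DTNB reduction monitored via TNB absorbance. Enzyme dispensed at 20 nM; compound exposure 15 min at room temperature before reaction start.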
AMA1-RON2 inh: qHTS for Inhibitors of AMA1-RON; Towards Development of Antimalarial Drug Lead: Primary Screen; Plasmodium falciparum AMA1 (3D7) - RON2 peptide interaction; AlphaScreen AMA1-biotinylated RON2 peptide binding; Potency, µM (top dose mostly 58.2 µM), for the others: at the top dose activity change, negative = inhibition, hits mostly inhibitors; 360,000 compounds, 0.2% hits;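 note: potency is the fitted concentration of half-maximal effect; 0% = vehicle wells and -100% = peptide control; nearly all actives have a fitted effect of over 45% in size; some results filed as inactive show a strong effect at the top dose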
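AMA1 (3D7) with his tag at 25 nM final met compounds first, then biotinylated RON2 peptide at 25 nM; detection used donor plus acceptor beads, 10 µg/mL apiece, read by AlphaScreen after 30 min at room temperature.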
AmpC inh no detg: qHTS Inhibitors of AmpC Beta-Lactamase (assay without detergent); P00811; AmpC nitrocefin hydrolysis, absorbance 480 nm, 0.0001% Triton; Potency, µM (highest dose often 57.1 µM), for the others: at the top dose activity change, negative = inhibition, usual class: inhibitors; 330,000 compounds, 0.52% hits; AID 485341, 2010;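 note: potency is the fitted concentration of half-maximal effect; plate controls were no compound for no effect and no enzyme for full effect; nearly all actives have a fitted effect of over 20% in size; some results filed as inactive show a strong effect at the top dose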
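20 mM phosphate pH 7.0 + 0.01% (detergent screen) or 0.0001% Triton X-100; 5.3 nM AmpC reagent; cpd preinc 15 min RT; nitrocefin (800 uM stock) to start; A480 q20 s × 4 min; Activity was normalised to no-enzyme and no-compound control wells.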
* hit, by the source's call; ? = inconclusive; . = no result given; [ ] = remark or other dose. Unless noted, calls come from the whole dose curve; as a rule, active = well fitted curve in the direction sought with a large enough effect; inconclusive = small, poorly fitted or top-dose-only effect, or another doubt; inactive = no such curve, though single readings can be large; an effect the other way counts as inactive or inconclusive. Unless noted, % is set by controls: 0 for no effect and ±100 for the full control effect.

canonical_smiles	AmpC detergent	HCMV inh	Giardia FBPA inh	Sm TGR inh	AMA1-RON2 inh	AmpC inh no detg
CCCC1=[N+](CC(=O)c2ccccc2)CCn2c(C)ccc21	1%	-9	0%	-31%	-2%	-2%
COc1ccccc1CN1CCC(n2nccc2NC(=O)CCOc2ccccc2)CC1	5%	-22	.	1%	-9%	28%
Cc1cccc([C@@H]2[C@@H]3C(=O)N(Cc4ccccc4)C(=O)[C@@H]3[C@]3(Cc4ccc(Cl)cc4)C(=O)N(c4ccc(Br)cc4)C(=O)N23)c1	-11%	-17	-10%	-10%	-4%	-39%
CC(NC(=O)c1ccc(CS(C)(=O)=O)cc1)c1ccc(-n2ccnc2)cc1 (stereo unspecified)	0%	8	.	-5%	-6%	-7%
NC(=O)c1nsc(C(=O)N(Cc2ccco2)C(C(=O)NCc2ccccc2)c2ccc(O)cc2)c1N (stereo unspecified)	-6%	-7	-4%	-24%	-3%	-48%
COc1cc(F)ccc1CN1CCC(C(=O)Nc2ccc(Oc3ccccc3)nc2)CC1	1%	0	.	-1%	-4%	15%
CCCc1nnc(SCC(=O)N2C(C)CCCC2C)n1CCCOC (stereo unspecified)	-1%	1	5%	18%	-7%	-15%
C[C@H](CO)N1C[C@H](C)[C@@H](CN(C)Cc2ccccc2)Oc2c(NC(=O)C3CCCCC3)cccc2C1=O	.	-36	.	.	-12%	281%[activator]
OCCC1CN(Cc2cc3c(cc2Cl)OCO3)CCN1C1CCCC1 (stereo unspecified)	-8%	0	3%	0%	10%	-22%
COc1ccc(OC)c(NC(=O)c2ccc3nc(-c4ccccc4)c(-c4ccccc4)nc3c2)c1	-3%	.	-2%	-10%	.	-18%
CCOC(=O)c1ccc(S(=O)(=O)N2CCN(CC(=O)NC(=O)NC3CCCCC3)CC2)cc1	?	1	-4%	5%	-10%	102%[activator]
CC1(c2nnc(-c3ccncc3)o2)CC(c2c(Cl)cccc2Cl)=NO1 (stereo unspecified)	-7%	-8	9%	-2%	-6%	-1%
Cc1ccc(NC(=O)C2CCN(S(=O)(=O)c3ccc4[nH]c5c(c4c3)CCCCC5)CC2)cc1	5%	0	.	6%	.	.
COc1cccc(N2C(=O)c3cccnc3C2O)c1 (stereo unspecified)	-1%	45	7%	-7%	-9%	-19%
CCOc1ccc(-n2c(=S)sc3c(=O)n(-c4ccccc4)c(SC)nc32)cc1	1%	-22	3%	-9%	17%	-29%
O=C(NCC(c1ccco1)N1CCCC1)c1ccc(S(=O)(=O)Nc2ccccc2Cl)cc1 (stereo unspecified)	0%	4	.	7%	0%	-16%
CC(=O)Nc1ccc(/C=C(\C#N)C(N)=O)cc1	7%	-7	-3%	-4%	-21%	-11%
COc1c(C)cccc1C(=O)Nc1ccc(N2CCN(S(C)(=O)=O)CC2)cc1	0%	30	-3%	-25%	-4%	5%
COc1cccc(C(=O)Nc2cccc(NC(=O)c3ccccc3Cl)c2)c1	-5%	-97*	1%	5%	-7%	-47%
CC(C)=CC(=O)Nc1cccc(S(=O)(=O)NC2=NCCCCC2)c1	.	4	.	.	-5%	-17%
O=C(Nc1ccc(F)cc1)C(Cc1ccccc1)n1cccc1 (stereo unspecified)	0%	?	-3%	-1%	0%	-32%
COc1ccc([C@]23Cc4cc(OC)c(OC)cc4C(O2)c2c(cc(-c4ccccc4)oc2=O)O3)cc1	-9%[22.9 µM]	.	14%[12.9 µM]	?	.	-18%[11.4 µM]
Cc1cccc(C(=O)Nc2ccc3nc(SCC(=O)N4CCc5ccccc54)sc3c2)c1	8%	45	.	2%	.	.
COc1ccc2c(c1)C(=O)N1[C@H]3c4cc(Cl)ccc4OC[C@@H]3[C@H](c3ccccc3)[C@]1(C)C(=O)N2	.	-60*	.	.	5%	-31%
CC(=O)NS(=O)(=O)c1ccc(NC(=O)c2ccc(S(=O)(=O)N3CCCC3)cc2)cc1	7%	-8	.	3%	-13%	-19%

Quoted at random: 3 records from the list
canonical_smiles	AmpC detergent	HCMV inh	Giardia FBPA inh	Sm TGR inh	AMA1-RON2 inh	AmpC inh no detg
COc1cccc(C(=O)Nc2cccc(NC(=O)c3ccccc3Cl)c2)c1	-5%	-97*	1%	5%	-7%	-47%
CCOC(=O)c1ccc(S(=O)(=O)N2CCN(CC(=O)NC(=O)NC3CCCCC3)CC2)cc1	?	1	-4%	5%	-10%	102%[activator]
Cc1ccc(NC(=O)C2CCN(S(=O)(=O)c3ccc4[nH]c5c(c4c3)CCCCC5)CC2)cc1	5%	0	.	6%	.	.

Next compounds:
canonical_smiles	AmpC detergent	HCMV inh	Giardia FBPA inh	Sm TGR inh	AMA1-RON2 inh	AmpC inh no detg
CC(C)[C@H](NC(=O)c1ccccc1Cl)C(=O)OCC(=O)NCc1ccc2c(c1)OCO2	.	-9	.	.	-2%	-14%
O=C(Nc1nc2ccccc2n1Cc1ccc(Cl)cc1)c1ccco1	-8%	-12	?	1%	108%[activator]	88%[activator]
Cc1ccc(C(=O)Nc2nnc(-c3ccncc3)o2)cc1	-3%	3	14µM*	0%	16%	-4%
O=S(=O)(c1ccccc1)N1CCN(S(=O)(=O)c2ccc(F)cc2)CC1	-21%	32	9%	-21%	-2%	-18%
COC(=O)c1ccc(COC(=O)CNS(=O)(=O)c2ccccc2)cc1	3%	-35	0%	0%	0%	-2%
COCC1CCN(Cc2nc(Cc3ccccc3Cl)no2)CC1	6%	134	0%	5%	8%	37%
CCn1c(C)nc2cc(C(N)=O)ccc21	?	-37	0%	9%	-7%	-9%
O=C(/C=C/c1ccco1)OCC(=O)N1CCCCC1	.	-25	.	.	-17%	-25%
S=C(NCCc1ccccc1)NCCc1ccccc1	-4%	99	0%	3%	-4%	-21%
CC(C)OCCCNc1nc2c(-c3ccccc3)nnn2c2ccccc12	?	.	-2%	-11%	.	-13%
CCCCC(=O)OCC(=O)Nc1ccc(OC(F)F)cc1	-2%	42	-1%	2%[11.4 µM]	9%	-5%
CC(C)S(=O)(=O)c1csc(NC(=O)Nc2ccc(Cl)cc2)c1	1%	-38	1%	0%	0%	-55%
O=C(C1CCC1)N1CCC(O)(c2cccc(F)c2)CC1	-9%	8	12%	-1%	-8%	-16%
COC(=O)C1=C(c2c(C)noc2C)C[C@@H]2CC[C@H]1N2C(=O)NCCCOC(C)C	-5%	-3	.	-10%	2%	0%
O=C(NC(NC(=S)N1CCOCC1)C(Cl)(Cl)Cl)c1cccc2ccccc12 (stereo unspecified)	-9%	13	-4%	-16%	-8%	-39%
COc1ccc(OC)c(CCNC(=O)CCCn2c(=O)c3cccn3c3ccccc32)c1	7%	?	.	-2%	.	.
O=C(/C=C/c1ccccc1)NCCC1=CCCCC1	-12%	-10	2%	-5%	16%	-29%
CCOC(=O)CNC(=O)N1CCc2ccc(NC(=O)c3ccccc3OC)cc2C1	5%	80	6%	3%	-8%	16%
Cc1ccc(NC(=O)/C=C/c2ccc(Cl)cc2)nc1	4%	-20	-1%	.	-18%	-24%
CCC(Cn1nnc2ccccc2c1=O)NC(=O)Nc1cccc(Cl)c1 (stereo unspecified)	3%	23	.	-6%	.	.
COc1cccc(CNC(=O)c2cc3cc(C)ccc3n2C)c1	17%	?	.	8%	.	.
CC1(OC(=O)C2CCCC2)C(=O)C=C2C=C(c3ccsc3)N(C3CCCCC3)C=C2C1=O (stereo unspecified)	3%	13	?	-3%	-21%	71%[activator]
CC(=O)N=c1c(C#N)cc2c(=O)n3ccccc3nc2n1CCCOC(C)C	-7%	-28	-7%	-2%	15%	8%
COc1cccc2c1O/C(=N\O)C(C(=O)Nc1cccc(Br)c1)C2 (stereo unspecified)	-3%	61	-7%	4%	-12%	-33%
Cc1ccc(C)c(OCCC(=O)OCC(=O)N2c3ccccc3NC(=O)C2(C)C)c1	-3%	-10	.	-1%	14%[11.6 µM]	-3%
O=c1c2c(-c3ccc(Cl)cc3)ccnc2[nH]n1-c1ccccc1	-3%	1	.	10%	.	.
CCOc1ccc(N(CC(=O)N2CCN(C(=O)CN(c3ccc(OCC)cc3)S(C)(=O)=O)CC2)S(C)(=O)=O)cc1	-13%	-4	0%	2%	-7%	-12%
CCOc1ccccc1NC(=S)N1CCN(c2ccc(OC)cc2)CC1	0%	-3	-12%	-6%	-11%	-15%
O=C(COC(=O)COc1ccccc1[N+](=O)[O-])Nc1ccccc1Br	?	25	5%	-8%	-8%	-14%
COc1ccc(N(CC(=O)NN=C2CCN(C)CC2)S(=O)(=O)c2ccccc2)c(OC)c1	1%	0	9%	11%	2%	-23%
Cc1cccc2cc(CN(Cc3ccc4c(c3)OCO4)Cc3nnnn3C3CCCC3)c(=O)[nH]c12	-1%	-25	-1%	-1%	0%	72%[activator]
COc1ccc(NC(=O)c2cc3nc(-c4ccc(C)c(C)c4)cc(C(F)(F)F)n3n2)cc1	12%	27	.	-1%	.	.
Cc1ccc(N2C(=O)N3[C@H](c4ccc(Br)cc4)[C@@H]4C(=O)N(C(C)(C)C)C(=O)[C@@H]4[C@]3(C)C2=O)cc1	?	-85*	7%	-13%	2%	133%[activator]
CC1CCCC(NC(=O)CSc2ncccn2)C1C (stereo unspecified)	1%	1	.	-10%	-28%	-13%
CC(=O)Nc1ccc(SCC(=O)c2cc(C)n(Cc3cccs3)c2C)cc1	8%	-77*	1%	9%	14%	-3%
CCC(=O)Nc1ccc(S(=O)(=O)N2CCOCC2)cc1	-2%	30	0%	1%	0%	-13%
COc1ccc2sc(-c3ccc(S(C)(=O)=O)cc3)c(C(=O)NCCc3c[nH]c4ccccc34)c2c1	.	?	.	.	-8%	-21%
Brc1cccc(-c2nnn3c2nc(N2CCCCC2)c2ccccc23)c1	9%	7	.	4%	.	.
CCc1cccc(N2C(=O)N(CC(=O)NCc3cccc(OC)c3OC)c3ccccc3S2(=O)=O)c1	12%	-17	.	-1%	.	.
CC(C)C[C@H](NC(=O)c1nc[nH]c1C(=O)NCc1ccccc1)C(=O)OCc1ccccc1	13%	-29	?	-11%	92%[activator]	2%
O=C(NC1CC1)C1CCN(C(=O)c2ccc(Cl)cc2Cl)CC1	2%	9	15%	1%	5%	-14%
CC(=O)C1C(c2ccc(F)c(F)c2)NC(=O)NC1(O)C(F)(F)F (stereo unspecified)	2%	29	-2%	-4%	-4%	-16%
COc1ccc(NC(=O)C2CC(c3ccccc3O)=NO2)cc1OC (stereo unspecified)	1%	?	-2%	9%	48%[activator]	44%

Source: PubChem BioAssay (National Center for Advancing Translational Sciences (NCATS))
